High-throughput results deposited in PubChem by National Center for Advancing Translational Sciences (NCATS).
HCMV inh – human cytomegalovirus inhibition; 410,000 tested, 4.5% active; activity change, negative = inhibition, % at 57.5 µM; HFF cells, HCMV-luciferase reporter, 72 h; active compounds read low; in the data active = activity change below about -60%; inconclusive = no clear call, values can overlap the other calls; inactive = above about -39%
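After 16 h attachment at 37C, HFF cells received test compound and HCMV-luciferase (1 PFU/cell); reporter luminescence read 72 h later, data normalized against buffer-only and known inhibitor Salinomycin.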
FBPA Giardia inh – inhibitors of Giardia lamblia fructose-1,6-bisphosphate aldolase | 290,000 tested, 0.71% active | purified Giardia FBPA | Potency, µM (titrated, usually from 59.6 µM), for the others: top-dose activity, negative = inhibition, usual class: inhibitors | AID 2451; also: potency is read from the fitted curve at half-maximal effect; nearly all actives have a fitted effect of over 55% in size
Target sequence (A8B2U2 whole entry, looked up): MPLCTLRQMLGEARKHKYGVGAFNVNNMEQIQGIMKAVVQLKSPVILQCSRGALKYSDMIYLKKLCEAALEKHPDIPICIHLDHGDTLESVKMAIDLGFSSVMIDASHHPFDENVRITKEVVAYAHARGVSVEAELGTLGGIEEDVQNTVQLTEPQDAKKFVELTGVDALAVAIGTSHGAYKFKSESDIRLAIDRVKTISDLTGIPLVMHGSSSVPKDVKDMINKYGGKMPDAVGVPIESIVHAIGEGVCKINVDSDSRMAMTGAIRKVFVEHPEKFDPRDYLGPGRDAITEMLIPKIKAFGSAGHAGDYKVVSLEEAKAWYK
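40 nM FBPA preincubated 10 min at RT with compound (up to 57.5 uM final), then substrate plus GAPDH/TPI/NAD/arsenate coupling and diaphorase/resazurin added. Fluorescence read after 20 min at RT, 525/598 nm.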
AmpC inh no detg – AmpC beta-lactamase inhibition without detergent. P00811. AmpC nitrocefin hydrolysis, absorbance 480 nm, 0.0001% Triton. Potency, µM (doses to about 57.1 µM), without a hit: top-dose activity change, negative = inhibition, actives largely listed as inhibitors. 330,000 tested, 0.52% active. AID 485341;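 also: potency is read from the fitted curve at half-maximal effect; plate controls were no compound for no effect and no enzyme for full effect; nearly all actives have a fitted effect of over 20% in size; some results filed as inactive show a strong effect at the top dose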
Target sequence (P00811 whole entry, looked up): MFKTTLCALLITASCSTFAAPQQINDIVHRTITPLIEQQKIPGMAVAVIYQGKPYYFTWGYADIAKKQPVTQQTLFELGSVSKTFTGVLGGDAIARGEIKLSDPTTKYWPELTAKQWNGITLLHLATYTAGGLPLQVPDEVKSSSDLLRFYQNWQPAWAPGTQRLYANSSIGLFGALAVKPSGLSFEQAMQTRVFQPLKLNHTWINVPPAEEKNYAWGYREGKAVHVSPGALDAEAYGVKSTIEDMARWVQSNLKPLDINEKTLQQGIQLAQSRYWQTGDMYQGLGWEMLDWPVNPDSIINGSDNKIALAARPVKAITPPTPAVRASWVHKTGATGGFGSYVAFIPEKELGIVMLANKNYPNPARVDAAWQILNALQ
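20 mM phosphate pH 7.0 + 0.01% (detergent screen) or 0.0001% Triton X-100; 5.3 nM AmpC reagent; cpd preinc 15 min RT; nitrocefin (800 uM stock) to start; A480 q20 s × 4 min; Activity was normalised to no-enzyme and no-compound control wells.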
Sm TGR inh – inhibitors of Schistosoma mansoni thioredoxin glutathione reductase. Q962Y6. purified TGR, DTNB reduction, TNB absorbance 405 nm. Potency, µM (doses to about 114 µM), for inactives: top-dose activity change, negative = inhibition, actives largely listed as inhibitors. 360,000 tested, 3% active. AID 485364; also: potency is read from the fitted curve at half-maximal effect; nearly all actives have a fitted effect of over 60% in size
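TGR 20 nM + NADPH 100 uM (dispensed conc.), cpd preinc 15 min RT; start with NADPH (500 uM addition) then DTNB (15 mM addition). Kinetic TNB absorbance, 405 nm filter. Four-parameter Hill fit across titration.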
AmpC detergent – blocks E. coli AmpC beta-lactamase in detergent assay; 370,000 tested, 0.041% active; Potency, µM (series often up to 114 µM), for inactives: top-dose activity change, negative = inhibition, hits mostly inhibitors; AmpC hydrolysis of nitrocefin, absorbance 480 nm, 0.01% Triton;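 also: potency is read from the fitted curve at half-maximal effect; 0% = no-compound wells and -100% = no-enzyme wells; nearly all actives have a fitted effect of over 25% in size; some results filed as inactive show a strong effect at the top dose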
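AmpC (5.3 nM in the dispensed reagent) in 20 mM phosphate pH 7.0 with 0.01% (detergent screen) or 0.0001% Triton X-100 was preincubated with compounds for 15 min at room temperature. Nitrocefin was then added from an 800 uM solution, and hydrolysis was followed at 480 nm.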
HCV inhibitor – HCV inhibition | Huh7.5.1 HCVcc-Cre infection, luciferase reporter, 44 h | Potency, µM (titrated, usually from 41.8 µM), without a hit: at the top dose activity change, negative = inhibition, actives largely listed as inhibitors | 340,000 tested, 3.4% active; also: potency is read from the fitted curve at half-maximal effect
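Antiviral activity was scored by luciferase reporter output from cells infected with HCVcc-Cre (~0.5 moi) in presence of compound, 44 h infection period, cells seeded 1,000/well 4 h prior.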
* marks the source's active call; other numbers are inactive results; ? = inconclusive; . = no result given; & = joins results of further samples; [ ] = another dose, or the depositor's remark. Unless noted, calls follow the shape of the dose curve; as a rule, active = well fitted curve in the direction sought with a large enough effect; inconclusive = small, poorly fitted or top-dose-only effect, or another doubt; inactive = no such curve, though single readings can be large; an effect the other way counts as inactive or inconclusive. Unless noted, % is scaled to controls: 0 for no effect and ±100 for the full control effect.

SMILES,HCMV inh,FBPA Giardia inh,AmpC inh no detg,Sm TGR inh,AmpC detergent,HCV inhibitor
O=C(NCc1ccccc1Cl)C1CCC(=O)N(CC2CCCCC2)C1 (centres undefined),-29.2,.,95.9%[activator],1.3%,1.4%,3.3%
COc1ccc(Cc2nnc(NS(=O)(=O)Cc3ccccc3)s2)cc1,0.8,22.4%,-13.7%,-7.5%,?,5.6%
O=C(C[C@H]1C[C@H](C(=O)N2CCOCC2)[C@@]2(CCC3CCCC3)c3[nH]c4cc(-c5ccco5)ccc4c3CCN2C1=O)NCCc1ccccn1,-22.5,.,159.5%[activator],.,.,-22.0%
C=CCNC(=S)N1CCc2c([nH]c3ccccc23)C1C (centres undefined),66.2,-13.1%,-6.6%,9.9%,-13.3%,-8.7%
CC(=O)c1ccc(NC(=O)Nc2ccc([N+](=O)[O-])cc2)cc1,2.2,0.7%,-16.2%,8.4%,?,8.0%
Cc1ccccc1NC(=O)CCCNC(=O)c1ccc(Cl)cc1,-4.2,6.8%,14.7%,-9.5%,-2.3%,-9.0%
CN(Cc1ccccc1)C(=O)CN(c1ccccc1Cl)S(C)(=O)=O,-18.7,-3.8%,1.8%,5.0%,?,7.5%
Cc1cc(C(=O)Nc2ncn(Cc3ccc(F)cc3)n2)ccc1[N+](=O)[O-],-8.5,4.9%,-18.6%,7.8%,-2.5%,-10.8%
O=C1CC(Nc2ccccc2)C(=O)N1Cc1ccccc1 (centres undefined),37.9,2.3%,-18.1%,?,-8.1%,6.8%
CCn1c(SCC(N)=O)nc2sc3c(c2c1=O)CCN(C)C3,-8.7,-26.1%,1.8%,?,3.2%,-7.5%
O=C(Nc1cccc(NC(=O)c2ccccc2)n1)c1ccccc1,11.1,2.3%,-31.7%,8.3%,0.5%,-9.5%
CCOc1ccccc1N,2.6,.,-1.4%,-11.3%,-2.9%,-0.7%
Cc1cccc(NC(=O)C(=O)NCCCN2CCOCC2)c1,25.3&28.5,-1.5%,2.2%,-4.4%&-3.4%,-2.5%&-4.0%,17.2%
COc1ccc(N2C(=NC(=O)CCCc3ccccc3)SC3CS(=O)(=O)CC32)cc1 (centres undefined),-33.2,7.8%,-0.8%,-1.5%,-10.4%,12.9%
O=C(N/N=C/c1ccncc1)c1ccc(OCc2ccccc2)cc1,-61.6*,1.7%,-14.5%,1.9%,1.2%,-19.6%
CCOC(=O)c1cccc([P+](=O)O)c1,-1.3,2.1%,-14.6%,-1.1%,-0.6%,-2.6%
CCn1cc(/C=C(\NC(=O)c2ccccc2F)C(=O)N2CCOCC2)c2ccccc21,.,-1.5%,94.9%[activator],-11.2%,?,2.1%
CC(C)c1ccc(NC(=O)COC(=O)c2cc(=O)[nH]c3ccccc23)cc1,0.0,.,-29.5%,-2.3%,7.4%,5.4%
CCOC(=O)Cc1cc(=O)n2[nH]cc(-c3cccc(Br)c3)c2n1,-32.2,2.7%,-43.0%,12.1%,6.9%,26.8%
CC(=O)Nc1c(O)nc(SCC(=O)Nc2nnc(CC(C)C)s2)[nH]c1=O,-4.1,-1.0%,-20.0%,-9.2%,-12.9%,6.7%
COc1ccc(-n2nc3c(c2NC(=O)c2ccccc2S(=O)(=O)C(F)F)CS(=O)(=O)C3)cc1,35.0,.,-39.4%,?,-0.8%,10.8%
C[N+]1(C)C2CCC1CC(OC(=O)c1c[nH]c3ccccc13)C2 (centres undefined),64.8,1.5%,-9.4%,-19.2%,-0.9%,-25.3%
COc1ccc(C2Sc3nncn3N2Cc2ccc(C#N)cc2)cc1 (centres undefined),?,1.6%,-8.9%,4.8%,-9.0%,9.5%
CCOC(=O)c1ccc(NC(=O)CC2C(=O)N(c3cccc(C)c3)C(=O)N2CCOC)cc1 (centres undefined),0.3,.,.,2.0%,14.2%,.
Cc1cc(N)n(-c2ccc(S(=O)(=O)N3CCCC3)cc2[N+](=O)[O-])n1,-6.2,-2.3%,-8.2%,50.1µM*,-1.6%,12.4%
O=C(Cn1nc(C(=O)O)c2ccccc2c1=O)Nc1ccc(Cl)c(S(=O)(=O)N2CCOCC2)c1,27.4,.,-32.0%,.,.,-7.6%
O=C(NC1CC1)c1cc2cc3ccccc3nc2s1,123.5,1.8%,-29.2%,-18.9%,1.2%,-9.4%
CC1CC1C(=O)Nc1ccc(S(=O)(=O)N2CCCCC2)cc1 (centres undefined),-7.7,.,-14.1%,0.6%,-8.2%,7.2%
CC(=O)Nc1ccc(S(=O)(=O)N(C)CC(=O)OCC(=O)NNC(=O)c2ccccc2F)cc1,10.6,.,-27.1%,1.7%,?,12.5%
O=C(O)CCNS(=O)(=O)c1ccc2c(c1)CCCC2,-17.8,13.2%,-25.1%,-2.8%,2.4%,13.3%

An excerpt from above with just HCMV inh, AmpC detergent and Sm TGR inh.
Molecule | HCMV inh | AmpC detergent | Sm TGR inh
O=C(NCc1ccccc1Cl)C1CCC(=O)N(CC2CCCCC2)C1 (centres undefined) | -29.2 | 1.4% | 1.3%
O=C(Cn1nc(C(=O)O)c2ccccc2c1=O)Nc1ccc(Cl)c(S(=O)(=O)N2CCOCC2)c1 | 27.4 | . | .
CCOc1ccccc1N | 2.6 | -2.9% | -11.3%
Cc1ccccc1NC(=O)CCCNC(=O)c1ccc(Cl)cc1 | -4.2 | -2.3% | -9.5%
C[N+]1(C)C2CCC1CC(OC(=O)c1c[nH]c3ccccc13)C2 (centres undefined) | 64.8 | -0.9% | -19.2%
CCn1cc(/C=C(\NC(=O)c2ccccc2F)C(=O)N2CCOCC2)c2ccccc21 | . | ? | -11.2%

An excerpt of these results, as labelled records.
Molecule: CCOC(=O)Cc1cc(=O)n2[nH]cc(-c3cccc(Br)c3)c2n1
  HCMV inh = -32.2
  FBPA Giardia inh = 2.7%
  AmpC inh no detg = -43.0%
  Sm TGR inh = 12.1%
  AmpC detergent = 6.9%
  HCV inhibitor = 26.8%

Molecule: CCn1c(SCC(N)=O)nc2sc3c(c2c1=O)CCN(C)C3
  HCMV inh = -8.7
  FBPA Giardia inh = -26.1%
  AmpC inh no detg = 1.8%
  Sm TGR inh = ?
  AmpC detergent = 3.2%
  HCV inhibitor = -7.5%

Remaining list, next part:
SMILES,HCMV inh,FBPA Giardia inh,AmpC inh no detg,Sm TGR inh,AmpC detergent,HCV inhibitor
CCCC(C(=O)NC1CCCC1)N(Cc1ccc2c(c1)OCO2)C(=O)c1snc(C(N)=O)c1N (centres undefined),?,-1.2%,3.0%,-0.6%,?,-14.0%
CCc1cc(=O)oc2cc(OC(C)C(=O)NCC(O)c3ccccc3)c(Cl)cc12 (centres undefined),-36.4,-10.0%,19.5%,-5.1%,-3.5%,?
COc1ccccc1NC(=O)Cn1nnc(C(=O)NCc2cccs2)c1N,?,5.9%,-29.4%,14.5%&-2.8%,4.7%&-0.2%,0.4%
O=C(c1ccc([N+](=O)[O-])cc1)N(Cc1ccc(Cl)cc1)N1C(=O)CCCC1=O,-14.7,-0.7%,-0.6%,18.5%,?,-13.3%
O=C(Nc1ccc(F)c(F)c1)c1ccc2c(c1)OCO2,13.3,-14.3%,-16.5%,-1.7%,?,-12.6%
COc1cccc(-n2nnc3c(=O)n(Cc4ccccc4F)cnc32)c1,24.8,4.5%,-13.2%,12.2%,?,?
Cc1cc(CNC(=O)CCc2nnc(CCCc3ccccc3)o2)nn1C,25.4,-0.2%,39.8%,-18.1%,4.8%,18.2%
CCn1c(C)cc(/C=C2\NC(=O)N(CC(=O)Nc3cccc(C)c3)C2=O)c1C,3.7,-27.7%,-4.5%,-33.0%,2.7%,9.5%
CS(=O)(=O)c1cccc(C(=O)NC(c2ccccc2)c2ccccc2)c1,17.6,-12.1%,1.6%,0.8%,0.6%,3.1%
Cc1cc(S(=O)(=O)NCC(=O)O)ccc1F,12.9,-3.7%,3.4%,1.9%,6.5%,11.3%
Cc1[nH]n(-c2ccccc2)c(=O)c1/C=N/n1c(C)nc2ccccc2c1=O,33.0,-23.6%,-17.4%,7.0%,0.1%,17.1%
CN(C(=O)CSc1nnc(-c2ccc(Cl)cc2)n1CC1CCCO1)C1CCS(=O)(=O)C1 (centres undefined),-28.3,1.1%,-4.4%,4.7%,-0.9%,14.0%
CC(=O)c1c(C)[nH]c(C(=O)OCC(=O)NCCc2ccc(Cl)cc2)c1C,9.8,5.6%,-4.2%,-24.8%,-2.1%,11.2µM*
Cc1ccc(N2CC(C(=O)Nc3ccccc3OC(F)F)CC2=O)cc1 (centres undefined),0.0,.,-2.7%,-1.7%,6.0%,-12.3%
COC(=O)c1ccccc1NC(=S)N1CCN(c2ccccc2)CC1,-0.6,-13.3%,-5.0%,-0.9%,0.9%,3.6%
Cc1ccc(CCN2CC(C(=O)NCCN(C)C)CC2=O)cc1 (centres undefined),2.0,-1.7%,-6.7%,2.3%,-1.0%,10.5%
COc1cccc2c1ncc1c(-c3ccc(C)cc3)nn(-c3ccc(F)cc3)c12,-0.8,.,.,-3.4%,-0.6%,.
Cc1ccc(-c2noc(C3CCCN(C(=O)c4cccc([N+](=O)[O-])c4)C3)n2)o1 (centres undefined),-7.5,-6.6%,13.9%,-22.0%,-1.8%,?
NC(CC(=O)OC1CCCCC1)C(=O)OC1CCCCC1 (centres undefined),-3.1,9.0%,43.2%,3.3%,-10.9%,2.7%
COc1cc(-c2c(-c3ccc4c(c3)OCO4)noc2-c2ccsc2)ccc1F,2.5,-6.0%,-0.1%,-11.9%,-16.9%,-6.6%
COc1ccc(CCC(=O)NNC(=O)Nc2ccc(OC)c(OC)c2)cc1,6.9,-3.2%,-17.0%,-4.8%,-8.0%,13.0%
COc1ccc(-n2nc(C(=O)NCC(=O)Nc3cc(Cl)c(OC)cc3OC)c3ccccc3c2=O)cc1,16.3,-4.2%,-11.6%,5.8%,4.3%,31.6µM*
C=CCn1c(-c2cccc(S(=O)(=O)N(CC)CC)c2)n[nH]c1=S,1.0,1.4%,-15.5%,1.1%,-5.7%,15.2%
CCN(C(=O)CSc1nnc2nc(C)cc(C)n12)c1ccccc1,7.1,3.6%,-10.4%,-9.5%,-8.2%,6.9%
COc1ccc2[nH]c3c(c2c1)CCN1C(=O)N([C@@H](C)C(=O)NC2CC2)C(=O)[C@]31C,30.3,0.1%,69.2%[activator],-24.2%,8.3%,?
Cc1csc(NC(=O)c2cc[n+]([O-])cc2)n1,-20.2,-0.4%,-10.5%,4.7%,-1.8%,3.6%
COc1ccc(-n2c(-c3ccccc3Br)nc3ccccc3c2=O)cc1,-62.8*,1.7%,6.9%,1.4%,-3.2%,-15.8%
CCCCC(=O)Nc1ccc(NC(=O)c2ccco2)cn1,57.5,0.3%,-15.8%,-3.7%,?,21.5%
CCOC(=O)c1ccccc1NC(=O)COC(=O)CSc1ccccc1,3.2,.,-6.2%,-1.0%,-3.7%,1.8%
COc1c(Cl)cccc1-c1cn2ccccc2n1,118.4,-19.8%,-1.7%,10.9%,0.4%,-17.6%
